# Screens from PubChem.
# ALDH1A1 inh: ALDH1A1 (human) enzyme inhibition; P00352; Purified ALDH1A1, NADH fluorescence, propionaldehyde substrate; Potency, µM (top dose mostly 75.3 µM), without a hit: top-dose activity, negative = inhibition, hits mostly inhibitors; 220,000 tested, 7.3% active; AID 1030; active = well fitted inhibition curve with a large enough effect, not every such curve was filed as active; inconclusive = small, poorly fitted or top-dose-only effect, or another doubt; inactive = no such curve, though single readings can be large or run the other way;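 also: plate controls were no enzyme wells and a reference inhibitor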
# GAA inhib: alpha-glucosidase (human) inhibition. P10253. purified human GAA, 4-MU-alpha-glucoside fluorescence. Potency, µM (series often up to 76.9 µM), for inactives: at the highest dose activity change, negative = inhibition, hits mostly inhibitors. 200,000 tested, 0.005% active;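 also: plate controls were uninhibited enzyme wells for no effect and no-enzyme background for full effect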
#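 Enzyme (4 nM final) mixed with compound (up to 77 uM), then 4-MU-alpha-D-pyranoside (400 uM final) added; 20 min at room temperature, pH 5.0. Reaction stopped at pH 10, fluorescence read, AC50 derived by Hill fit.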
# GLA spleen mod: inhibits or activates alpha-galactosidase in human spleen homogenate. P06280. human spleen homogenate, 4MU-alpha-Gal fluorescence, 40 min. Potency, µM (titrated, usually from 80 µM), for inactives: at the top dose activity change, negative = inhibition, actives largely listed as inhibitors. 240,000 tested, 0.008% active. AID 2107;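 also: 0% = enzyme with vehicle and -100% = no enzyme basal signal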
# Target sequence (P06280 32-429 limits assumed): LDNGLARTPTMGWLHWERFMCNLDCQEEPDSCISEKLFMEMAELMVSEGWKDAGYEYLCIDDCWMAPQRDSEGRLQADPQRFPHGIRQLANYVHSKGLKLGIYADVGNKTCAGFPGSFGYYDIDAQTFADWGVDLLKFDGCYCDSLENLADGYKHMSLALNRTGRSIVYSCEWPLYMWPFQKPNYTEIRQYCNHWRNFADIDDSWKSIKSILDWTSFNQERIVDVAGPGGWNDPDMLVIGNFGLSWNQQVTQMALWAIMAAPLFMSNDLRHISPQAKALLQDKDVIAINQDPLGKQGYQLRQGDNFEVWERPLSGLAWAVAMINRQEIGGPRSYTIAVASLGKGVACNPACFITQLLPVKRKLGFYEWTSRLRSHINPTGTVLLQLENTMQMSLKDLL
#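 Human spleen homogenate (1 ug) as enzyme source, 4-methylumbelliferyl-alpha-D-galactopyranoside 1 mM final, citrate/phosphate pH 5.0 with 0.01% Tween-20. Compounds 40 min at 37C, NaOH/glycine stop; fluorescence Ex 365/Em 440, Hill-fit AC50.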
# GAA spleen mod: inhibitors or activators of human alpha-glucosidase in spleen homogenate; human spleen homogenate, 4-MU-alpha-glucoside fluorescence; Potency, µM (highest dose often 79.9 µM), for inactives: top-dose activity change, negative = inhibition, usual class: inhibitors; 240,000 tested, 0.006% active; AID 2112;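 also: 0% = enzyme with vehicle and -100% = no enzyme basal signal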
#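 Human spleen homogenate (1 ug) incubated with compounds and 1 mM 4-methylumbelliferyl-alpha-D-glucopyranoside in pH 5.0 citrate/phosphate buffer, 37 C, 40 min. Stopped at pH 10; 4-MU fluorescence (Ex 365/Em 440 nm); AC50 by Hill fit.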
# JMJD2E inh: blocks human JMJD2E demethylase activity | Potency, µM (top dose mostly 57.1 µM), for inactives: at the highest dose activity change, negative = inhibition, usual class: inhibitors | AID 2147 | JMJD2E catalytic domain, FDH-coupled NADH fluorescence (FDH is formaldehyde dehydrogenase) | 230,000 tested, 1.6% active; active = well fitted inhibition curve with a large enough effect, not every such curve was filed as active; inconclusive = small, poorly fitted or top-dose-only effect, or another doubt; inactive = no such curve, though single readings can be large or run the other way;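 also: 0% = wells with enzyme and -100% = buffer wells without enzyme; nearly all actives have a fitted effect of over 50% in size; many of its hits are not listed in these tables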
# Target sequence (B2RXH2 1-337 limits assumed): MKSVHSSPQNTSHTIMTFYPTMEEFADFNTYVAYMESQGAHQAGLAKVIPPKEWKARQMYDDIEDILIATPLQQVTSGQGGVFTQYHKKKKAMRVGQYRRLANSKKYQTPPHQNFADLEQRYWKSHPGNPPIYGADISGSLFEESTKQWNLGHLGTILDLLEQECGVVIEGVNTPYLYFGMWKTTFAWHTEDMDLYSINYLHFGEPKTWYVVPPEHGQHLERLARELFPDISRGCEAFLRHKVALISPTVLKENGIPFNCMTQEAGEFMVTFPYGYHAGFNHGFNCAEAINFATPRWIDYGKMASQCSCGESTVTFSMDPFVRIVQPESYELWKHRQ
# GAA glycogen: alters human alpha-glucosidase cleavage of glycogen. recombinant GAA, glycogen substrate, Amplex Red glucose oxidase fluorescence. Potency, µM (top dose mostly 76.4 µM), for inactives: at the top dose activity change, negative = inhibition, most hits filed as inhibitors. 300,000 tested, 0.38% active. AID 2100;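 also: 0% = full enzyme reaction and -100% = no-enzyme basal signal; the screen sought inhibitors and activators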
#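 Natural-substrate format: glycogen cleavage by 4 nM human enzyme, glucose read by Amplex Red coupling (Ex 573, Em 610 nm). Normalized to enzyme and no-enzyme controls.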
# RGS12 GoLoco inh: RGS12 GoLoco-Gai1 interaction inhibition; Gai1:RGS12 GoLoco peptide FP, rhodamine, 10 min; Potency, µM (highest dose often 61.6 µM), without a hit: top-dose activity, negative = inhibition, most hits filed as inhibitors; 230,000 tested, 0.44% active; AID 880; P63096; active = well fitted inhibition curve with a large enough effect, not every such curve was filed as active; inactive = no such curve, though single readings can be large or run the other way; also: % is scaled to controls: 0 for no effect and ±100 for the full control effect; nearly all actives have a fitted effect of over 30% in size; many of its hits are not listed in these tables
# Target sequence (P63096 whole entry, looked up): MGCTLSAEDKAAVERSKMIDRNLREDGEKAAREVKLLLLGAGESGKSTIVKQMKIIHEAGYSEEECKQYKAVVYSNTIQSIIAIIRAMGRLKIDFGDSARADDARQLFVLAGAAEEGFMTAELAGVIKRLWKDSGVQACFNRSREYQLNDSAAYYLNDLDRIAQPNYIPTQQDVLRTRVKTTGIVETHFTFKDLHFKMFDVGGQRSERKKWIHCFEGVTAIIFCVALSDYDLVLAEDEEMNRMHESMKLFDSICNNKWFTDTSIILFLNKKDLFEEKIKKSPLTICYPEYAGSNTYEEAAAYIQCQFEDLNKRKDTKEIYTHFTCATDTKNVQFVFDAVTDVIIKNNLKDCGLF
# SMN2 splice enh: increases expression of the SMN2 splice variant; HEK293 SMN2-luciferase splicing reporter, luminescence, 30-36 h; Potency, µM (doses to about 46.1 µM), inactives show at the highest dose activity change, positive = activation, hits mostly activators; 210,000 tested, 2.8% active; also: % of control where 0% means no effect; nearly all actives have a fitted effect of over 55% in size
#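 qHTS luciferase splicing reporter: luminescence rises when SMN2 exon 7 is included in transfected HEK293 cells. Compound exposure lasted 30-36 h at 37C, with 4.5 mM final sodium butyrate as control, followed by a ONE-Glo read.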
# Numbers without * were called inactive; ? = inconclusive; . = not tested or not shown; & = joins results of further samples; [ ] = dose if it differs, or a comment. Unless noted, calls follow the shape of the dose curve; as a rule, active = well fitted curve in the direction sought with a large enough effect; inconclusive = small, poorly fitted or top-dose-only effect, or another doubt; inactive = no such curve, though single readings can be large; an effect the other way counts as inactive or inconclusive. Potency is read from the fitted curve at half-maximal effect. This is a subset; count on the stated rates, not on these rows.
SMILES	JMJD2E inh	ALDH1A1 inh	GLA spleen mod	GAA inhib	SMN2 splice enh	GAA spleen mod	GAA glycogen	RGS12 GoLoco inh
CCOC(=O)c1ccc(NC(=S)NN2CCOCC2)cc1	-6%	?	6%	3%	?	2%	0%	-1%
O=C(COC(=O)CN1C(=O)C2CCCCC2C1=O)NC1CCS(=O)(=O)C1 (configuration not stated)	8%	-2%	9%	0%	-8%	-4%	-2%	-8%
CC(C)(C)NC(=O)NC(=O)CN1CCN(c2ccccc2)CC1	-1%	-4%	3%	-7%	8%	-3%	6%	-4%
COc1nc(-c2ccccc2)cc(-c2ccc(OC)c(OC)c2)n1	?	?	29%	6%	20%	2%	-14%	-16%
Fc1ccc(C(CNC(=S)NC2CCCCC2)N2CCOCC2)cc1 (configuration not stated)	7%	9%	-3%	1%	8%	-17%	-9%	3%
O=C(O)/C=C/C(=O)Nc1ccc2c(c1)C(=O)c1ccccc1C2=O	-13%	.	-14%	.	.	-5%	4%	-22%
Brc1ccc(-c2noc(COc3ccc4ccccc4c3)n2)o1	-5%	0%	5%	-34%	1%	5%	-6%	2%
CCCCn1c(SCC(=O)c2ccccc2)nc2ccsc2c1=O	-3%	7.1µM*	-5%	-6%	-38%[inhibitor]	4%	-3%	13%
Cn1/c(=N/N=C/c2ccc(Cl)c([N+](=O)[O-])c2)sc2ccccc21	0%	2%	1%	-5%	14%	-8%	7%	4%
Cc1cc(N2CC(C(=O)O)CC2=O)ccc1Br (configuration not stated)	4%	9%	2%	8%	-8%	-5%	20%	3%
Cc1ccc(NC(=O)CCCCCC2NC(=O)NC2C)cc1 (configuration not stated)	-1%	?	3%	1%	22%	-4%	0%	1%
Cc1ccc(CSc2nnc(-c3ccc4c(c3)OCO4)o2)cc1	6%	-2%	7%	5%	13%	1%	4%	-3%
COc1cc(C(=O)O)ccc1OC(C)=O	2%	-1%	-16%	6%	-1%	-18%	-3%	3%
Cc1cccc(-c2noc(-c3ccccc3C(=O)NCc3ccco3)n2)c1	1%	.	-4%	.	.	-4%	-3%	7%
Cc1nnc(SCC(=O)NC2CCCCC2)n1C1CCCCC1	-11%	4%	2%	?	2%	-1%	0%	4%
COc1ccc(CC(=O)Nc2ccc(S(=O)(=O)Nc3cc(C)on3)cc2)cc1	?	-12%	14%	-7%	-18%	3%	-6%	10%
CC1(C)C(c2ccc(Cl)cc2)=[N+]([O-])C2(CCCC/C2=N\O)N1O (configuration not stated)	1%	6%	-7%	-2%	-3%	-4%	-18%	-5%
COCCNC(=O)NC(=O)COC(=O)c1cccn1C	3%	3%	-3%	3%	13%	-3%	5%	-1%
Cc1nn(CCCC(=O)NCc2ccc(F)cc2)c(C)c1[N+](=O)[O-]	-5%	13%	3%	5%	-4%	0%	13%	0%
COc1ccc(NC(=O)c2ccc(OCc3c(C)noc3C)c(OC)c2)cn1	-6%	-5%	5%	-1%	-3%	-3%	-10%	12%
CCC(C)C(NC(=O)OC(C)(C)C)C(=O)NC(C)C(N)=O (configuration not stated)	3%	9%	5%	13%	.	7%	-2%	1%
CC1C/C(=C\c2cccnc2)C(=O)/C(=C/c2cccnc2)C1 (configuration not stated)	3%	-11%	-16%	1%	2%[1.84 µM]	-8%	5%	7%
O=C(c1ccccc1)N1CCN(c2ccc(Cl)cc2)CC1	-1%	14µM*	19%	-13%	-27%	15%	24%	-1%
Cn1c(=O)c(-c2ccccc2N)nc2ccccc21	-21%	-1%	3%	1%	16%	-4%	4%	4%
Cn1nnnc1SC(C(=O)Nc1ccc(F)cc1)c1ccccc1 (configuration not stated)	5%	2%	1%	-11%	-4%	0%	7%	-2%
COc1ncc2nc(-c3ccc(F)cc3)c(=O)n(C[C@H]3CCCO3)c2n1	.	?	?	.	-14%	21%	.	0%
CCOC(=O)C1=C(N)OC2=C(C(=O)CC(C)(C)C2)C1c1cccnc1 (configuration not stated)	4%	-1%	-1%	-6%	-7%	5%	0%	3%
CC(C)CCNC(=O)c1cc2c(s1)-c1ccccc1S(=O)(=O)C2	18%	.	?	.	.	-6%	2%	-12%
O=C(C1CCCO1)N1CCN(c2ccccn2)CC1 (configuration not stated)	?	-7%	-7%	5%	-1%	-12%	23%	-3%
COc1ccc(Br)cc1S(=O)(=O)N1CCCC1	-4%	6%	-6%	?	4%	-1%	3%	1%
CSc1sc(C(=O)N2CCCCC2)c(-c2cccs2)c1C#N	7%	.	0%	.	.	-4%	3%	3%
CC(=O)c1c(C)[nH]c(C(=O)OCC(=O)Nc2cc(C)on2)c1C	12%	0%	0%	13%	-39%[inhibitor]	-21%	1%	-31%
COc1ccc(OC)c(Nc2nc(NCc3ccco3)nc(N)c2[N+](=O)[O-])c1	-2%	.	9%	.	.	5%	0%	3%
O=C(CNS(=O)(=O)c1cccs1)N1CCN(c2ccccn2)CC1	?	-13%	-11%	5%	-3%	-11%	-3%	8%
COC(=O)C1=[N+]([O-])OC(C(=O)OC)C1c1c[nH]c2ccccc12 (configuration not stated)	-13%	-12%	-3%	-3%	-5%	-8%	?	0%
CCOc1ccc(-c2ccc(SCC(=O)Nc3nnc(CC)s3)nn2)cc1	-2%	?	-29%	3%	11µM*	-5%	3%	2%
CCCCC(=O)NN(C)c1nc(-c2ccccc2)nnc1C(F)(F)F	0%	-3%	2%	1%	-44%	0%	6%	-19%
O=C(NCCO)/C(=C/c1cccc([N+](=O)[O-])c1)NC(=O)c1ccco1	7%	3%	7%	-5%	20%	.	1%	5%
O=C(O/N=C1/CCSc2ccccc21)c1ccccc1	-17%	19µM*	8%	4%	-12%	2%	7%	17%
Cc1ccc(CN2CCN(Cc3cccn3-c3ccc(Cl)cn3)CC2CCO)o1 (configuration not stated)	-12%	-11%	2%	.	.	-1%	6%	0%
Cc1c(Cl)cccc1N(CC(=O)NC1CCCCC1)S(C)(=O)=O	-2%	8%	6%	0%	-3%	-1%	2%	3%
CCn1c2ccccc2c2nnc(SCC(=O)N3CC(C)OC(C)C3)nc21 (configuration not stated)	-3%	20µM*	5%	-5%	-8%	6%	-1%	12%
CC(=O)n1nc(-c2ccco2)nc1N	8%	16%	1%	7%	5%	1%	-6%	-4%
COC(=O)c1ccc2nc(C)c(C)nc2c1	5%	6%	-1%	-5%	1%	-5%	5%	3%
O=C(NNC(=O)C12CC3CC(CC(C3)C1)C2)[C@@H]1C[C@H]1c1ccccc1	5%	-9%	2%	-4%	2%	-2%	2%	-7%
COc1cc([C@H]2c3[nH]c4ccccc4c3C[C@H]3C(=O)N4[C@@H](c5cc(OC)c(OC)c(OC)c5)c5[nH]c6ccccc6c5C[C@H]4C(=O)N23)cc(OC)c1OC	-94%	4%	-5%	0%[15.4 µM]	-46%[inhibitor]	-5%	6%	-5%
COc1cccc(CC2(CO)CCN(CC3=CC[C@H]4C[C@@H]3C4(C)C)CC2)c1	6%	4%	5%	11%	.	-1%	-4%	11%
Cc1cc(NC(=O)CCC(=O)N(Cc2ccco2)C2(C(=O)NC3CCCCC3)CCN(C)CC2)no1	-11%	16%	-3%	-7%	2%	-3%	0%	5%
O=C(COC(=O)c1ccc2c(c1)OCO2)NCc1ccc(Cl)cc1	-3%	10%	-5%	-4%	-12%	4%	6%	3%
CCc1nc(SCc2ccc(F)cc2)[nH]c(=O)c1C#N	2%	32µM*	11%	-2%	-9%	8%	.	-6%

# One compound at a time (already shown). Screens in order: JMJD2E inh	ALDH1A1 inh	GLA spleen mod	GAA inhib	SMN2 splice enh	GAA spleen mod	GAA glycogen	RGS12 GoLoco inh
# CC1(C)C(c2ccc(Cl)cc2)=[N+]([O-])C2(CCCC/C2=N\O)N1O (configuration not stated) across the screens: 1%	6%	-7%	-2%	-3%	-4%	-18%	-5%
# Cc1nnc(SCC(=O)NC2CCCCC2)n1C1CCCCC1 across the screens: -11%	4%	2%	?	2%	-1%	0%	4%
# COc1cc([C@H]2c3[nH]c4ccccc4c3C[C@H]3C(=O)N4[C@@H](c5cc(OC)c(OC)c(OC)c5)c5[nH]c6ccccc6c5C[C@H]4C(=O)N23)cc(OC)c1OC across the screens: -94%	4%	-5%	0%[15.4 µM]	-46%[inhibitor]	-5%	6%	-5%

# Later entries
SMILES	JMJD2E inh	ALDH1A1 inh	GLA spleen mod	GAA inhib	SMN2 splice enh	GAA spleen mod	GAA glycogen	RGS12 GoLoco inh
COc1cc(OC)c(OC)cc1CNCCSc1nnnn1C	-18%	0%	-5%	11%	2%	2%	3%	8%
COC(=O)[C@H](Cc1ccccc1)NC(=O)[C@@]1(C)C[C@@H]1[C@@H](NC(=O)OCc1ccccc1)c1ccccc1	2%&-5%	-6%&-4%	10%&1%	-2%	7%&-2%	1%&5%	-7%	-3%&-9%
CCS(=O)(=O)c1ccc2oc(Nc3ccccc3C)nc2c1	1%	0%	0%	-8%	?	1%	-9%	5%
CCOc1ccccc1NC(=O)CSc1nnc2c(CC)c(C)nc(N)n12	2%	?	-8%	-17%	-18%	-21%	0%	-15%
Cc1ccc(S(=O)(=O)NN2C(=O)c3ccccc3NC2c2ccccn2)cc1 (configuration not stated)	?	?	10%	-10%	5%	3%	-3%	2%
Cc1cc(C)c(C2=CSC3=NS(=O)(=O)CCN23)c(C)c1	-4%	9%	-7%	?	-2%	-10%	6%	4%
Cc1cccc(-n2c(Cc3cc(=O)[nH]c(=O)[nH]3)nnc2SCC(=O)NCC2CCCO2)c1 (configuration not stated)	6%	3%	-1%	2%[15.4 µM]	16%	-2%	8%	10%
CSc1ccc(CN2CCCC(CNC(=O)c3ccc(F)cc3)C2)cc1 (configuration not stated)	6%	-8%	3%	-7%	.	3%	-8%	12%
CSc1cccc(NC(=O)CN(c2cc(C)ccc2C)S(C)(=O)=O)c1	-1%	3%	9%	-17%	.	1%	-3%	.
COc1ccc(OC)c(NC(=O)c2cccnc2Sc2cc(C)ccc2C)c1	-24%	6%	12%	-6%	5%	3%	6%	7%
Cc1ccccc1-c1cc(NCc2cccnc2)ncn1	.	-2%	4%	.	.	-7%	.	-9%
